# Screens (PubChem)
# 14-3-3g Raf = alters human 14-3-3 gamma binding to Raf peptide; P61981; FP, 14-3-3gamma / TMR-pS259-Raf peptide binding; inhibition, % at 40 µM; 160,000 tested, 0.19% active; AID 422; in the data active means inhibition above about 30%;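 further: 0% = protein plus tracer without compound and 100% = blank with tracer alone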
# Target sequence (P61981 whole entry, looked up): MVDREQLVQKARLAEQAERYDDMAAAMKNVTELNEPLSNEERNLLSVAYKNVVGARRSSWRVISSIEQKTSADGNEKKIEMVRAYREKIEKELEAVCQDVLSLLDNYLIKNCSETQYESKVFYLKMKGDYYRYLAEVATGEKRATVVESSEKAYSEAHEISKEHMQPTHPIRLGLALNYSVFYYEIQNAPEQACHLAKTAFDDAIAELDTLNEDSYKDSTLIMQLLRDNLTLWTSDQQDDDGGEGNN
# * = called active by the depositor; & = joins results of further samples.
Molecule	14-3-3g Raf
Cc1ccc(Br)cc1S(=O)(=O)N1CCN(c2ccccc2)CC1	-6
CC(=O)c1cccc(NC(=O)NCc2ccccn2)c1	-3
CCOc1ccc2nc(Cl)c(C3CC(c4ccc(OC)cc4)=NN3S(C)(=O)=O)cc2c1 (centres undefined)	-234
CCOC(=O)/C=C1\SCC(=O)N1CC(=O)Nc1ccccc1OC(F)F	-16
Nc1cc(=O)nc(SCC(=O)Nc2ccccc2Cl)n1-c1ccccc1	-1
CC(=O)N1c2ccccc2NC2=C(C(=O)CC(c3ccc(Cl)cc3)C2)C1c1ccccc1 (centres undefined)	-3
Cc1ccc(-n2nc(-c3ccc(N)cc3)cc2N)cc1	1
c1ccc(CCCN2CCN(C3CCCC3)CC2)cc1	5
Cc1nc(CSc2nc3[nH]ncc3c(=O)n2-c2ccccc2)cs1	-2
CCC(C)NC(=O)Cc1ccc(-n2c(=S)[nH]c3ccccc3c2=O)cc1 (centres undefined)	-4
Cc1cccc(C)c1NC(=O)C(NC(=O)c1ccc(=O)[nH]c1)c1ccccc1 (centres undefined)	-4
Cc1cc(Cl)ccc1NC(=O)Cn1c2ccccc2c(=O)c2cc([N+](=O)[O-])ccc21	-34
COc1ccc(S(=O)(=O)N2CCN(S(=O)(=O)c3ccc(C(F)(F)F)cc3)CC2)cc1C	2
O=C(CCCCCN1C(=O)c2ccccc2C1=O)Oc1ccc([N+](=O)[O-])cc1	-56
CCOC(=O)C1C(=O)CC(C)(O)C(C(=O)OCC)C1c1c[nH]c2ccccc12 (centres undefined)	4

# (next part)
Molecule	14-3-3g Raf
Cc1ccc(-c2nnc(SCC(=O)N3CCOCC3)o2)cc1C	-4
CCOc1ccc(-n2nc(C(=O)Nc3ccc(Br)cc3C)c3ccccc3c2=O)cc1	6
CN(CCCCCNC(=O)/C=N/O)Cc1ccccc1	13
CC1(C)CC(=O)C2=C(C1)NC1=C(C(=O)CC(C)(C)C1)C2c1cccc(C(F)(F)F)c1	0
Cc1ccc(NCc2nnc(SCC(=O)Nc3cccc(O)c3)n2CC2CCCO2)c(C)c1 (centres undefined)	2
CCOC(=O)Oc1ccc2c(=O)c(-c3ccccc3OC)c(C(F)(F)F)oc2c1	-4
COC(=O)Cn1c(CN2CCC(Cc3ccccc3)CC2)nc2c1c(=O)n(C)c(=O)n2C	0
CCOC(=O)CSc1nnc(CNC(=O)c2cccs2)n1-c1cccc(C)c1	0
COc1cc2c(cc1OC)C(C(=O)NCc1ccco1)C(c1ccc(SC)cc1)N(C)C2=O (centres undefined)	4
CC1(C)CC(CCNC(=O)c2ccc(-n3cnnn3)cc2)CC(C)(C)N1	-3
COc1ccc(C2C(Oc3ccc(Cl)cc3)C(=O)N2c2ccc(F)cc2)cc1OC (centres undefined)	-2
CCNc1ccc(C(F)(F)F)c([N+](=O)[O-])c1	-2
O=C(O)Cn1cc2c(n1)CCCC2	-1
COc1cc2c(cc1NC(=O)COc1ccc(Br)cc1C)oc1ccccc12	-10
O=C(CSc1nnc(COc2ccc(Cl)cc2)o1)N1CCCC1	-3

# Additional results follow:
Molecule	14-3-3g Raf
CC(C)c1ccc(OCC(=O)Nc2ccc(S(=O)(=O)Nc3ncccn3)cc2)cc1	-3
CCC(=O)N1CCc2cc(Br)cc(S(=O)(=O)N3CCc4ccccc4C3)c21	-2
COc1ccc(NC(=O)C2CCCN(S(=O)(=O)c3cccc4cccnc34)C2)cc1 (centres undefined)	-4
CC(=O)NCCn1c(SCc2ccccc2F)nc2ccccc2c1=O	0
O=C1c2ccccc2C(=O)N1CSc1nnnn1-c1ccccc1	-7
Cc1ccccc1-c1nnc(SCC(=O)N2CCCCC2C)o1 (centres undefined)	-8
Cn1cccc1Cc1nnc(SCC(=O)Nc2ccc3c(c2)OCCO3)n1CCc1ccccc1	-4
O=C(CCc1ccccc1)Nc1nnc(-c2ccc3c(c2)OCO3)s1	-15
CC12CCCCC1c1ccccc1C(=NCC(=O)O)N2 (centres undefined)	2
NC(=O)CCCCC(=O)OCCCc1cccs1	-6
CCC(=O)N1c2ccc(S(=O)(=O)N3CCC(C)CC3)cc2CC1C (centres undefined)	-4
COc1cc(NC(=O)CCCOc2cccc(C)c2)c(OC)cc1Cl	0
Cc1cc(=O)oc(C)c1C(=O)NCCc1ccc(Cl)cc1	-2
COC(=O)c1ccc(Oc2cc(C)nc(N3CCOCC3)n2)cc1	-3
Cc1nnc(Sc2nc3c(c(=O)[nH]c(=O)n3C)n2CCc2ccccc2)s1	-1

# Continuation.
Molecule	14-3-3g Raf
COc1ccc(NC(=O)CN2c3cccc4cccc(c34)S2(=O)=O)cc1	-2&-1
CN(c1ccccc1)S(=O)(=O)c1ccc(C(=O)Nc2nc(-c3ccc(Br)cc3)cs2)cc1	11
CCN(/C(N)=N/c1nc(C)cc(C)n1)c1ccccc1	4
c1ccc(Cc2nc3c4c5c(sc4ncn3n2)CCCCC5)cc1	3
Cc1ccc(C(C)C)c(OCC(=O)Nc2ccccc2C(C)C)c1	3
COc1ccc(S(=O)(=O)N(CC(=O)Nc2c(C)cccc2C)Cc2ccccc2)cc1	-3
CC1CN(CC(=O)NC2CCCCC2)CC(C)O1 (centres undefined)	-3
O=C(c1c(F)c(F)c(F)c(F)c1F)N1CCN(c2cccc(C(F)(F)F)c2)CC1	-2
O=C(NCc1ccccc1Cl)C1CCCN(S(=O)(=O)c2cccc3nonc23)C1 (centres undefined)	-101
O=C(NCc1ccco1)C1CCC(N2C(=O)c3ccccc3C2=O)CC1 (centres undefined)	1
O=C(Nc1ccc(F)cc1)N1CCC(c2nc3c(nnn3Cc3cccc(Cl)c3)c(=O)[nH]2)CC1	4
COc1ccc(N2CCN(c3oc(-c4ccccc4OC)nc3C#N)CC2)cc1	2
CC(=O)NS(=O)(=O)c1ccc(NS(=O)(=O)c2ccc(F)cc2)cc1	1
Cc1nc2c(C(=O)NCCc3ccccc3)c[nH]n2c(=O)c1Cl	-4
Cc1c(C(=O)NC2CCCCCC2)sc2ncn(CC(=O)N3CCCC(C)C3)c(=O)c12 (centres undefined)	-12

# More structures follow.
SMILES	14-3-3g Raf
O=S(=O)(NCc1csc(-c2ccccc2)n1)c1ccc(Cl)s1	-10
COc1ccc(NC(=O)C(c2ccc(OC)cc2)N(C)C(=O)CNC(C)=O)cc1 (centres undefined)	0
Cc1cccc(Cn2c(SCCCO)nc3c2c(=O)[nH]c(=O)n3C)c1	9
CCOC(=O)N1CCN(C(=O)CN(c2ccc(C)cc2)S(=O)(=O)c2c(C)noc2C)CC1	5
CC(=O)Oc1ccc2c(=O)c(-c3csc(C)n3)coc2c1	5
Cc1sc2nc(-c3ccccc3Cl)n(CC#N)c(=O)c2c1C	-12
Cc1ccc(Nc2cc(N(C)C)c3nonc3c2[N+](=O)[O-])c(C)c1	-4
COc1cc(C2c3c(oc4c(C)cc(C)cc4c3=O)C(=O)N2Cc2cccnc2)ccc1O (centres undefined)	-7
CCC(c1nnnn1Cc1ccccc1)N1CCN(C(=O)c2ccco2)CC1 (centres undefined)	-1
O=c1[nH]c(SCc2nc3ccc([N+](=O)[O-])cc3[nH]2)nc2ccccc12	-17
Cc1ccsc1C(=O)N1CC(=O)Nc2ccccc21	-3
Cc1ccccc1NC(=O)c1c(NC(=O)c2ccc([N+](=O)[O-])cc2)sc2c1CCCCC2	-4

# Remaining list, next part.
SMILES	14-3-3g Raf
CC1=C(C(=O)OC2CCCCCC2)C(c2ccccc2F)C2=C(CC(C)(C)CC2=O)N1 (centres undefined)	-2
CCCCCCc1cc2cc(C(N)=O)c(=NCc3ccccc3)oc2cc1O	-47
Cc1cc(NS(=O)(=O)c2ccc(NC(=O)COc3ccc(C(C)C)c(C)c3)cc2)nc(C)n1	6
CCCCN(CC)C(=O)c1sc2nc(C)nc(N3CCOCC3)c2c1C	4
CCc1ccc(NC(=O)N(Cc2ccc(C)cc2)Cc2cccnc2)cc1	-4
O=C(Nc1cccc(Cl)c1)c1ccccc1Cl	-3
O=C(CNS(=O)(=O)c1ccc(F)cc1)N1CCN(c2ccc(F)cc2)CC1	-10
CC(=O)C1=C(O)C(=O)N(Cc2ccco2)C1c1ccc(C)cc1 (centres undefined)	-1
COc1cccc(C(=O)Nc2ccc3oc(-c4ccc(C(C)(C)C)cc4)nc3c2)c1	-22
CC(=O)OCC#CCSc1nc2ccccc2o1	-2
C=CCNS(=O)(=O)c1ccc(F)c(C(=O)Nc2ccccc2OCC)c1	-4
Cc1ccc(C(=O)C2C(=O)c3ccccc3C2=O)cc1	1

# Later entries.
SMILES	14-3-3g Raf
O=c1[nH]cnc2nc3n(c12)CCS3	-2
CC(=O)Nc1ccc(N(C(=O)c2cnccn2)C(C(=O)NC2CCCCC2)c2ccc(O)cc2)cc1 (centres undefined)	2
Cc1noc(C)c1S(=O)(=O)Nc1ccc(C(=O)N2CCN(c3cccc(Cl)c3)CC2)cc1	-27
O=S(=O)(Nc1nccs1)c1ccc(N=Cc2cc(Br)ccc2O)cc1	5
CCS(=O)(=O)Nc1cccc(C2=NN(S(=O)(=O)CC)C(c3cccs3)C2)c1 (centres undefined)	-388
Cc1ccc(S(=O)(=O)N2CCSC2c2ccccc2Cl)cc1 (centres undefined)	-7
O=C(Nc1ccc2c(c1)OCCO2)C1CCCN(S(=O)(=O)Cc2ccccc2)C1 (centres undefined)	-2
CCC(=O)N1CCc2cc(Br)cc(S(=O)(=O)N3CCCC(C(=O)N4CCCCC4CC)C3)c21 (centres undefined)	-15
Cc1ccc(C)c(N2CCN(C(=O)C3CCN(S(=O)(=O)c4cccs4)CC3)CC2)c1	-7
Cc1ccsc1C(=O)OCC(=O)N1CCOCC1	-2
COc1ccc(-n2nnc3c(=O)n(CC(=O)N4CCCCC4)cnc32)cc1	0
Cc1ccccc1Nc1nc(N)nc(COC(=O)c2cccn2C)n1	-12

# Other results
SMILES	14-3-3g Raf
O=C(CN1C(=O)c2ccccc2C1=O)OCC(=O)c1ccc(Br)cc1	-5
O=C(NCc1ccco1)C(C(=O)c1ccccc1)n1ccccc1=O (centres undefined)	-8
CC(=O)NC1CC2CCC1(C)C2(C)C (centres undefined)	-1
OC(CCc1ccccc1)(CCN1CCCCC1)c1ccccc1 (centres undefined)	0
CCCOC(=O)CSC1=C(C#N)C(c2ccc3c(c2)OCO3)CC(=O)N1 (centres undefined)	15
COc1ccc2cc(C(=O)Nc3ccccc3)c(=Nc3ccccc3F)oc2c1	-3
CCC(=O)Oc1ccc(C2C3=C(CC(C)(C)CC3=O)OC3=C2C(=O)CC(C)(C)C3)cc1OC	-6
COc1ccc(OCCCn2c(-c3ccc(Cl)cc3)nc3ccccc3c2=O)cc1	-6
CCn1c(SCC(=O)Nc2cc(C)on2)nnc1-c1cccnc1	-2
Clc1cccc(C2Nc3ccccc3-c3nc4ccccc4n32)c1 (centres undefined)	-2
O=C(CCCCn1c(=O)[nH]c2ccccc2c1=O)N1CCOCC1	-5
COc1ccc(-c2cc(=Nc3ccc(OC)c(OC)c3)c3c(C)cc(C)cc3o2)cc1	4

# The list goes on.
SMILES	14-3-3g Raf
CCOC(=O)C1CCCN(c2cc(NCCCO)c([N+](=O)[O-])c3nonc23)C1 (centres undefined)	-2
Cc1ccccc1NC(=O)C1CCN(S(=O)(=O)c2ccc(Cl)cc2)CC1	-1
COc1cccc(N2CCN(C(=O)CCCC3=NS(=O)(=O)c4ccccc4N3)CC2)c1	-6
COc1ccc(C2C(C(=O)Nc3cc(OC)ccc3OC)c3ccccc3C(=O)N2c2ccc(OC)cc2)cc1 (centres undefined)	-2
COc1ccc(S(=O)(=O)N2CCN(C3CCC(C)CC3)CC2)cc1 (centres undefined)	-5
CSc1nc(C)cc(C)c1C(N)=O	-4
CC(C)(C)c1cnnn1-c1ccc(NC(=O)c2ccc3c(c2)OCO3)cc1	0&-7
Cc1c(C(=O)O)sc(=S)n1-c1ccccc1	-2
c1ccc(-c2noc(-c3cccc4ccccc34)n2)cc1	0
Cc1cnn(C(=S)NCCc2ccccc2)c1	-7
O=C(CCSc1ccccc1)N1CCN(C(=O)c2ccco2)CC1	-4
CCc1ccc(-n2c(=O)c3ccccc3n(CC(=O)NCc3ccco3)c2=O)cc1	1

# Later entries
SMILES	14-3-3g Raf
COc1ccc2nc(C)cc(SCC(=O)O)c2c1	-4
O=C(Oc1ccc(C(=O)c2ccccc2)cc1)c1ccc(F)cc1	-8
Cc1ccccc1N1C(=S)NC2c3ccccc3OC1(C)C2C(=O)N(C)C (centres undefined)	-8
CC1(C)CC(=O)C2=C(C1)Nc1ccccc1N(C(=O)C1CC1)C2c1ccc(Cl)cc1 (centres undefined)	5
CCCOc1ccc2oc(=O)c3c(c2c1)CCCN3C(=O)CN1CCN(c2cc(Cl)ccc2C)CC1	-4
COc1ccc(N2C(=O)c3ccc(Oc4ccc5c(c4)C(=O)N(c4ccc(OC)cc4)C5=O)cc3C2=O)cc1	-4
COc1ccc(CC/C(=N\O)C2(O)CCCCC2)cc1	-11
O=C(Cn1[nH]c(=O)c2ccccc2c1=O)OCC(=O)N1CCc2ccccc2C1	-3
Cc1onc(-c2ccccc2)c1C(=O)N1CCN(C)CC1	-7

# A portion of the library; count on the stated rates, not on these rows.
